Screens (PubChem)
SDO1 yeast rescue = sdo1-depleted yeast growth rescue; S. cerevisiae sdo1-depleted JHY4D growth rescue, OD600 30 h; hits give high values; pdr5 snq2 efflux-pump mutant strain; z-score at 10 µM; hit rate 0.21% among 140,000; AID 817;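 active means z-score above 3 at both the 24 hr and the 30 hr optical density reads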;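 further: z-score against mean and SD of all compound wells on the same plate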
Insulin prom inh = TRM-6 insulin promoter activity inhibition. TRM-6 cells (human fetal islet line), insulin promoter-eGFP reporter, imaging; reporter expression induced with tamoxifen. inhibition, % at 2 µM. hit rate 0.9% among 130,000. AID 1273;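 active means inhibition above the mean plus 3 SD, with well images judged a real hit on visual review, cut at about 60% in these data, passing the limit was not always enough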
SDO1 yeast rescue Rescue 24 h = further read-out of SDO1 yeast rescue, marked with its call; z-score; S. cerevisiae sdo1-depleted JHY4D growth rescue, OD600; measured here: growth rescue at 24 h;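 0 is the plate mean of compound wells and units are plate SD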
* marks the source's active call; other numbers are inactive results; . = not tested or not shown; & = joins results of further samples. A portion of the library, so the mix of outcomes need not match the whole.

SDO1 yeast rescue,SDO1 yeast rescue Rescue 24 h,Insulin prom inh,Compound
-1.2,-0.01,-49,C=C(C)CSc1nnc(-c2cccc(S(=O)(=O)N(C)C)c2)n1-c1cc(OC)ccc1OC
.,.,-60,CC(C)C(C)NC(=O)COC(=O)c1cccc(C(=O)OCC(=O)NC(C)C(C)C)n1 (stereo unspecified)
-0.33,-0.69,-54,N#C/C(=C1\CCCN1)c1nc2ccccc2c(=O)[nH]1
-1.6,-0.45,17,CC(Oc1ccc(Cl)cc1Cl)C(=O)Nc1ccc2oc(-c3ccncc3)nc2c1 (stereo unspecified)
1.1,0.35,-9,O=C(NCCc1nc2ccccc2[nH]1)/C(=C/c1ccco1)NC(=O)c1ccc(Br)o1
.,.,-4,O=C(CCC1CCCN(Cc2cccc3c2OCO3)C1)NCc1ccc(F)c(F)c1 (stereo unspecified)
1,1.7,-27,CCOC(=O)C1CCN(Cc2ccc(C(=O)OC)cc2)CC1
0.96,0.01,.,CC(=O)NCCN=C(C)c1sc2ccccc2c1O
-1.2,-0.84,-246,O=C(NC1CCCC1)C(c1ccccc1)N(Cc1ccc2c(c1)OCO2)C(=O)Cc1cccs1 (stereo unspecified)
0.37,0.24,4,CCCCN1C(=O)N(C)C2NC(=O)NC21 (stereo unspecified)
-0.07,0.23,-14,Cc1cc(C)n2cc(CSc3nnnn3-c3ccc(Cl)cc3)nc2n1
.,.,-263,CN(C(=O)Cn1c(=O)n(CCCCC(=O)NC2CCCC2)c(=O)c2ccccc21)C1CCCCC1
.,.,43,CC(C)N=C1NN=C(c2cccs2)CS1
-1.4,-1.1,.,CC1Cc2ccccc2N1C(=O)COc1nc2ccccc2nc1N1CCOCC1 (stereo unspecified)
.,.,-256,COc1ccccc1N/C=C/c1onc(C)c1[N+](=O)[O-]
0.81,0.26,1,CC1(C)CC(=O)C2=C(C1)N(N1CCOCC1)C(N)=C(C#N)C2c1cccnc1 (stereo unspecified)
2,0.45,-30,CCOC(=O)C1CCN(C(=O)C2c3ccccc3C(=O)N(C)C2c2ccc(OC)cc2)CC1 (stereo unspecified)
0.31,0.15,.,Cc1ccc(C(=O)CC(C(=O)O)c2cn(CCC#N)c3ccccc23)cc1 (stereo unspecified)
.,.,-7,Cc1[nH]n(-c2ccccc2)c(=O)c1/C=C1/C=c2ccccc2=N1
0.39,-0.49,.,CCOC(=O)N1CCN(C(=O)c2cn(CCOC)c(=O)c3c2c2ccccc2n3C)CC1
0.8,1.7,-7,Cc1onc(-c2ccccc2Cl)c1C(=O)Nc1ccc(N2CCOCC2)cc1
0.35,0.39,-93,COc1ccc(-c2csc(C3=C(O)CN(Cc4ccc(S(N)(=O)=O)cc4)C3=N)n2)cc1OC
0.87,0.92,25,O=C(CN1C2CCCC1CC(NC(=O)c1ccccc1)C2)Nc1nccs1 (stereo unspecified)
-0.43,-0.68,-38,CCCCOc1ccc(CNC(=O)NS(=O)(=O)c2ccc(OCC(C)C)cc2)cc1
0.62,2.5,.,CCN1CCC(=NNC(=O)CC23CC4CC(CC(C4)C2)C3)CC1
0.97,1.1,50,Cc1ccc(CNC(=O)CSCC(=O)O)cc1
-0.94,-0.91,.,CC(SCc1ccccc1)C(=O)N/N=C/c1cc2c(cc1Br)OCO2 (stereo unspecified)
2.4,2.2,.,O=C(NCCN1CCOCC1)c1ccc2c(c1)N(Cc1ccccc1)CCS2
0.11,0.49,6,Cc1nc(S(=O)(=O)N(C)Cc2ccccc2)c(C#N)c(C)c1Cl
-0.12,-0.62,27,Cc1cc2occ(CC(=O)Nc3nnc(C4CC4)s3)c2cc1C
0.61,0.91,58,CCOC(=O)C1CCCN(C(=O)c2cc(=O)c3ccccc3o2)C1 (stereo unspecified)
0.35,-0.06,33,CCN(CC)c1ccc(NC(=O)c2cccc(OC)c2)c(C)c1
-0.44,-0.47,35,COC(=O)c1ccccc1NC(=O)CN1C(=O)C2CCCN2c2ncc(Cl)cc21 (stereo unspecified)
.,.,31,Cn1c(=O)c2c(-c3ccncc3)c3c(nc2n(C)c1=O)-c1ccccc1C3=O
.,.,11,O=C(Nc1ccccc1C(=O)N1CCOCC1)c1ccc(CSc2ccccc2)cc1
-0.2,0.62,-3,CCOc1cc(/C=N/N=C(\N)c2nonc2N)cc(Br)c1OCc1cccc2ccccc12
-0.26,-1.1,7,Cc1c2cccn2cc[n+]1C
-0.18,-0.88,.,CC(=O)N1CCc2cc(NS(=O)(=O)c3cccs3)ccc21
-0.44,-0.28,35,O=C(COc1cccnc1[N+](=O)[O-])N1CCN(S(=O)(=O)c2ccc3ccccc3c2)CC1
.,.,40,COCCn1c(SCC(=O)c2cc(C)n(C)c2C)nc2ccccc2c1=O

Arranged by formula weight (highest first): part of the list above
SDO1 yeast rescue,SDO1 yeast rescue Rescue 24 h,Insulin prom inh,Compound
-0.44,-0.28,35,O=C(COc1cccnc1[N+](=O)[O-])N1CCN(S(=O)(=O)c2ccc3ccccc3c2)CC1
0.35,-0.06,33,CCN(CC)c1ccc(NC(=O)c2cccc(OC)c2)c(C)c1
-0.26,-1.1,7,Cc1c2cccn2cc[n+]1C

The main list resumes; the 6 compounds before the break are reprinted first.
SDO1 yeast rescue,SDO1 yeast rescue Rescue 24 h,Insulin prom inh,Compound
.,.,11,O=C(Nc1ccccc1C(=O)N1CCOCC1)c1ccc(CSc2ccccc2)cc1
-0.2,0.62,-3,CCOc1cc(/C=N/N=C(\N)c2nonc2N)cc(Br)c1OCc1cccc2ccccc12
-0.26,-1.1,7,Cc1c2cccn2cc[n+]1C
-0.18,-0.88,.,CC(=O)N1CCc2cc(NS(=O)(=O)c3cccs3)ccc21
-0.44,-0.28,35,O=C(COc1cccnc1[N+](=O)[O-])N1CCN(S(=O)(=O)c2ccc3ccccc3c2)CC1
.,.,40,COCCn1c(SCC(=O)c2cc(C)n(C)c2C)nc2ccccc2c1=O
.,.,-13,Cc1ccc(S(=O)(=O)NC(=O)c2ccccc2)cc1C(C)C
-0.36,-0.98,70*,O=C(Nc1cccs1)Nc1ccc(Br)cc1F
-1.2,-1.6,-12,CN(Cc1ccc(-n2cccn2)cc1)C(=O)c1cnn2c1NC(c1ccco1)CC2C(F)(F)F (stereo unspecified)
.,.,23,O=C(Cc1cccs1)Nc1cccc(-c2ccc3nncn3n2)c1
0.16,0.6,30,CCCC1(C(=O)OCC)NC(c2ccc(N(C)C)cc2)C2C(=O)N(c3ccc(F)cc3)C(=O)C21 (stereo unspecified)
1.5,1.6,54,CCOC(=O)C1CCCN(C(=O)c2cc3ncc(Br)cn3n2)C1 (stereo unspecified)
-0.08&-0.21,-0.87&-0.99,.,CC(C)OC(=O)C(NC(=O)c1ccccc1)=C1CCCCC1
0.77,1,14,CC1(C)CC(=O)C2=C(C1)Nc1ccccc1NC2c1ccccn1 (stereo unspecified)
-1.3,-1.1,.,COc1ccc(C(CCNC(C)c2ccccc2)c2ccc(F)cc2)cc1 (stereo unspecified)
.,.,18,COc1cccc(-c2csc(N3CCN(CC(=O)NNC(=O)c4ccco4)CC3)n2)c1
0.22,0.16,-13,COc1ccc(CCC(C)Nc2cccc(C)c2)cc1 (stereo unspecified)
0.72,-0.1,-7,COC(=O)C1=C(C)OC(N)=C(C#N)C1c1c(C)nn(C)c1C (stereo unspecified)
.,.,-21,Cc1ccc(NC(=O)CSc2nnc(NC(=O)c3ccco3)s2)cc1
-1,-1.4,16,N#Cc1cccc(Oc2ccc(-c3cnc4ccccc4n3)cc2)c1C#N
0.46,-0.25,.,CCOC(=O)Cn1c(=O)oc2cc(S(=O)(=O)NC(C)c3ccccc3)ccc21 (stereo unspecified)
0.32,-0.22,.,O=C(NCCCNC(=O)c1cccs1)c1cccs1
-0.26,-1.3,4,COCCCNC(=S)NNC(=O)c1cccnc1
-0.03,-0.18,-438,COC(=O)C1CCCN1C(=O)COc1ccc(Br)cc1Cl (stereo unspecified)
1,0.45,-29,CNC(=S)NC1CC2CCCC(C1)N2Cc1ccco1 (stereo unspecified)
-0.23,0.02,3,CCOC(=O)/C=C/C(=O)OCC(=O)NC(c1ccccc1)c1ccccc1
-0.64,0.94,-15,O=C(NCc1ccc2c(c1)OCO2)c1nnc(Cc2ccc(Cl)cc2)o1
-1.1,-1.4,21,CN(c1ccc(OCc2nnc(-c3ccccc3)o2)cc1)S(=O)(=O)c1ccccc1
-1.2,-0.4,41,S=C(Nc1ccccc1)Nc1ccc(OCc2ccc(Cl)cc2Cl)cc1
0.85,1,6,Cc1ccc(Cl)cc1NC(=O)c1ccc(Cn2cc(Cl)cn2)cc1
-0.47,-0.99,.,O=C(CSC1CCCCC1)Nc1nccs1
.,.,6,COc1ccc(CC(=O)NCc2nnc(SCC(=O)Nc3ncc(C)s3)n2C)cc1
-1.5,-0.42,.,COc1cccc(Cn2nnc(C(=O)NCCc3ccc(Cl)cc3)c2N)c1
1.4,1.8,26,CCOc1cc(C2NC(=O)NC(O)(C(F)(F)F)C2C(=O)c2ccc(Cl)cc2)ccc1O (stereo unspecified)
-1.2,-1.1,28,Cc1ccc(S(=O)(=O)/N=C(\Sc2ccccc2)c2ccccc2)cc1
.,.,7,Cn1c2ccccc2c2n[nH]c(=O)nc21

Single entries from the list.
In SDO1 yeast rescue, COc1ccc(CCC(C)Nc2cccc(C)c2)cc1 (stereo unspecified) has the entry 0.22
In SDO1 yeast rescue, Cc1nc(S(=O)(=O)N(C)Cc2ccccc2)c(C#N)c(C)c1Cl has the entry 0.11

(further entries)
SDO1 yeast rescue,SDO1 yeast rescue Rescue 24 h,Insulin prom inh,Compound
0.69,0.89,26,CCO/C(C)=C1\C(=O)Nc2ccccc21
.,.,21,CCS(=O)(=O)c1ccc(C(=O)NC)c(Cl)c1Cl
0.89,0.77,55,COCCCNC(=O)c1ccc(N(C)S(C)(=O)=O)cc1
1.6,2.5,.,N#Cc1cc2c([nH]c1=S)CCCCCC2
-0.16,0.09,24,Cn1cnnc1SC(C(=O)Nc1cccc(C(F)(F)F)c1)c1ccccc1 (stereo unspecified)
-1.9,-2.1,36,CC(=O)Nc1ccc(NC(=O)COC(=O)C2(c3ccc(Cl)cc3)CCCC2)cc1
-2.2,-1.8,-8,CCn1c(SCC(=O)Nc2nc(-c3ccc(C)cc3)cs2)nnc1-c1ccccc1O
0.59,-0.63,44,CN1CCC(=NNc2ncnc3sc4c(c23)CCCC4)CC1
0.62,0.35,-33,CCOC(=O)CSc1ncc(OC)c(=O)[nH]1
0.74,1.3,11,CS(=O)(=O)N(Cc1ccccc1)c1ccc(C(=O)NCc2ccccc2)cc1

Results in Insulin prom inh and SDO1 yeast rescue, for 4 of the compounds above:
Compound,Insulin prom inh,SDO1 yeast rescue
CN(C(=O)Cn1c(=O)n(CCCCC(=O)NC2CCCC2)c(=O)c2ccccc21)C1CCCCC1,-263,.
CC(C)N=C1NN=C(c2cccs2)CS1,43,.
CC1Cc2ccccc2N1C(=O)COc1nc2ccccc2nc1N1CCOCC1 (stereo unspecified),.,-1.4
COc1ccccc1N/C=C/c1onc(C)c1[N+](=O)[O-],-256,.

Further records:
SDO1 yeast rescue,SDO1 yeast rescue Rescue 24 h,Insulin prom inh,Compound
.,.,2,CN(C(=O)CSC1=NC2C(N=N1)c1cc(Br)ccc1N2C)C1CCCCC1 (stereo unspecified)
.,.,9,Cc1noc(C)c1CCC(=O)N1CCCC(CCC(=O)NCc2ccccc2F)C1 (stereo unspecified)
0.78,0.97,.,CC(C)CC(=O)Nc1ccc2oc(-c3ccncc3)nc2c1
-1.5,-0.45,.,N/C(=N\OC(=O)c1ccc(Cl)c(Cl)c1)c1ccccn1
0.61,-0.09,.,CN(C)CCCN(C(=O)c1cc2ccccc2oc1=O)c1nc2c(F)cccc2s1
-0.13,-0.55,.,COc1cccc(OCC(O)CN2CCC(Cc3ccccc3)CC2)c1 (stereo unspecified)
-1.6,-1.1,-5,COc1ccc2cc(C(=O)NCc3ccco3)c(=O)oc2c1
-0.05,0.45,3,CSc1cccc(NC(C)=O)c1
0.61,-0.04,71*,Cc1nn(C)c(C)c1CNC(=O)/C=C/c1ccccc1F
-0.98,-1.2,-19,Cc1csc(NC(=O)c2ccco2)n1
-0.4,0.41,-24,COc1ccc(OC)c(NC(=O)c2cnc(Nc3ccccc3OC)c3ccccc23)c1
-1.6,-1.4,.,COc1ccc(-n2nc(C(=O)N3CCCCC3)c3ccccc3c2=O)cc1
0.34,1.3,-32,COc1ccc(-c2noc(CCCOc3ccc(Cl)cc3Cl)n2)cc1
-0.57,1.1,-38,COc1ccc(CN(CCC(c2ccccc2)C2CCOC(C)(C)C2)C(C)=O)cc1 (stereo unspecified)
0.63,1.9,-34,CCOC(=O)c1cnn(-c2cc(C)nc3c(-c4ccc(Cl)cc4)c(C)nn23)c1N
-0.52,-0.51,-10,Cc1cccc(C)c1OCC(=O)N/N=C/c1ccc2c(c1)OCO2
-0.62,-0.21,9,COC(=O)c1c(-c2ccncc2)csc1NC(=O)c1ccoc1C
1.2,1.2,-95,COC(=O)c1cn(CC(=O)NCc2ccco2)c2ccccc12
0.97,1.2,28,Cc1nc(N2CCOCC2)[nH]c(=O)c1CCC(C)C
